Screening results (PubChem BioAssay)
NCI-60 one-dose screen, 48 h, at 10 µM unless noted. Numbers give growth in % (100 = growth as untreated, 0 = no growth, -100 = all killed).
SW-620 – SW-620 colon cancer | hit rate 5.2% among 82,000
HT29 – HT29 colon cancer. hit rate 7.4% among 81,000
NCI-H322M – NCI-H322M lung cancer. hit rate 2.7% among 80,000. AID 1794733
NCI-H226 – NCI-H226 lung cancer. hit rate 3.5% among 79,000
HCT-116 – HCT-116 colon cancer | hit rate 7.3% among 82,000 | AID 1794798
NCI-H460 – NCI-H460 lung cancer; hit rate 6.8% among 82,000
KM12 – KM12 colon cancer cells; hit rate 5% among 82,000
COLO 205 – COLO 205 colon cancer | AID 1794742 | hit rate 7.3% among 79,000
HCT-15 – HCT-15 colon cancer. hit rate 5.2% among 82,000. AID 1794746
An asterisk follows results filed as active; nt = no result given; & = joins results of further samples. Rule for the calls: active = growth percent below 10; inactive = the rest. An unsorted share of the library, and some 11% of all compounds hit somewhere here.

SMILES | SW-620 | HT29 | NCI-H322M | NCI-H226 | HCT-116 | NCI-H460 | KM12 | COLO 205 | HCT-15
O=C(/C=C/c1ccc(Br)cc1)c1ccccc1 | 66 | 70 | 106 | 91 | 62 | 101 | 40 | 109 | 73
CCOC(=O)c1cn2c3c(cc(OC)cc3c1=O)C(=O)CC2 | 102 | 100 | 95 | 93 | 115 | 116 | 112 | 114 | 116
O=C1c2c(c3c4ccccc4[nH]c3c3ccc4ccccc4c23)C(=O)N1CCN1CCNCC1 | -55* | -15* | 89 | 76 | -81* | -69* | 36 | 79 | -45*
CC(=O)N1N=C(c2ccc(C(F)(F)F)cc2)CC1c1ccc2c(c1)OCO2 (stereo not drawn) | 88 | 47 | 85 | 96 | 45 | 85 | 89 | 100 | 81
CC(SC(C)C(=O)N/N=C/c1c[nH]c2ccccc12)C(=O)N/N=C\c1c[nH]c2ccccc12 (stereo not drawn) | 110 | 105 | 100 | 92 | 99 | 116 | 107 | 98 | 108
CCCC(=O)Oc1nc2[nH]c(=O)sc2c(C)c1CCC | 99&86 | 108&100 | 113&100 | 104&83 | 102&96 | 103&102 | 101&102 | 121&102 | 109&93
CCOC(=O)c1c(Cc2[nH]c(C=O)c(C)c2OC(=O)CC)[nH]c(C=O)c1C | 93 | 98 | nt | 89 | 71 | 89 | 73 | 115 | 84
CSc1ccc2c(c1)c(CCN)c(C)n2Cc1ccc(Cl)c(Cl)c1 | -64* | -83* | -83* | -60* | -92* | -71* | -90* | -76* | -91*
O=C1NC(=O)C(Cc2ccccc2)N1 (stereo not drawn) | 108 | 104 | 106 | 108 | 101 | 106 | 103 | 109 | 108
C=C(Cl)CN(CC)CCO | 98 | 98 | 99 | 97 | 102 | 106 | 108 | 104 | 99
O=c1[nH]c(-c2ccc(Cl)cc2)nc2sc3c(c12)CCCC3 | 59 | 106 | 114 | 78 | 61 | 52 | 98 | 109 | 81
COC(=O)C1=C(C(=O)c2ccc(OC)cc2)C(c2ccccc2)C(C#N)=C(N)O1 (stereo not drawn) | 106 | 112 | 113 | 103 | 111 | 107 | 106 | 114 | 102
O=C1/C(=C/C=C/c2ccco2)SC(=S)N1c1ccc(Cl)cc1 | 103 | 107 | 90 | 100 | 101 | 101 | 96 | 111 | 90
CC1=CC(=O)C2=C(C)CC(OC(=O)c3ccccc3)[C@@H]3[C@H](OC(=O)[C@@H]3C)[C@@H]12 (stereo partly drawn) | 104 | 75 | 104 | 105 | 82 | 106 | 92 | 109 | 92
N#Cc1cc2c(nc1-n1cccc1)CCCC2 | 105 | 101 | 121 | 112 | 95 | 113 | 97 | 140 | 112
COc1cc(-c2nn(-c3ccc(Cl)cc3Cl)cc2CO)ccc1O | 103 | 95 | 99 | 109 | 100 | 105 | 100 | 125 | 95
Cc1ccc(S(=O)(=O)N2CCOCC2)cc1 | 108 | 100 | 110 | 97 | 99 | 110 | 116 | 106 | 97
Cc1cc(NC(=O)Nc2cc(F)ccc2F)no1 | 112 | 98 | 111 | 85 | 93 | 99 | 103 | nt | 100
O=[N+]([O-])c1ccc(CSc2ncnc3c2ncn3C2CCCCO2)cc1 (stereo not drawn) | 103 | 93 | 101 | 97 | 85 | 104 | 95 | 117 | 100
COc1cc(-c2nc3sc(C4CC4)nn3c2-c2cccc(F)c2)cc(OC)c1OC | 84 | 75 | 83 | 84 | 74 | 88 | 91 | 93 | 65
C=C(C)[C@@H]1C[C@@H]2Cc3cc(F)ccc3N1O2 | 99 | nt | 104 | 99 | 98 | 102 | 103 | 106 | 93
N#Cc1cnn(C(=O)c2cnc3n(c2=O)CCCCC3)c1N | 102 | 106 | 107 | 103 | 105 | 111 | 103 | 118 | 97
COC(=O)C1(CS(C)(=O)=O)NC(=S)NC(=O)C1C#N (stereo not drawn) | 104 | 102 | 116 | 103 | 105 | 107 | 107 | 112 | 102
CC(=O)OCC(=O)[C@@]1(O)[C@@H](C)CC2C3CCC4=CC(=O)C=C[C@]4(C)[C@@]3(F)[C@@H](O)C[C@@]21C (stereo partly drawn) | 108 | 109 | 112 | 98 | 103 | 90 | 105 | 129 | 111
O=C(COc1ccccc1Cl)Nc1nc(-c2cccs2)cs1 | 96 | 98 | 116 | 100 | 91 | 113 | 114 | 109 | 101
O=C(CN1C(=O)NC2NC(=O)NC21)N/N=C/c1cccc([N+](=O)[O-])c1 (stereo not drawn) | 105 | 107 | 108 | 94 | 116 | 107 | 104 | 122 | 100
O=c1c(/C=C/c2ccco2)n[nH]c(=S)n1/N=C/c1ccc([N+](=O)[O-])cc1 | 122 | 113 | 95 | 100 | 71 | 111 | 101 | 118 | 106
c1ccc(-c2nc(N3CCOCC3)c3c4c(sc3n2)CCCCC4)nc1 | 89 | 55 | 67 | 50 | 74 | 33 | 65 | 52 | 59
CCOC(=O)C1(C#N)C(=O)CSC1=Nc1ccccc1Cl (stereo not drawn) | 108 | 101 | 91 | 89 | 109 | 110 | 96 | 107 | 103
Nc1c(I)cc(I)cc1I | 104 | 108 | 99 | 92 | 104 | 106 | 105 | 109 | 104

For reference, some entries already given.
SMILES | SW-620 | HT29 | NCI-H322M | NCI-H226 | HCT-116 | NCI-H460 | KM12 | COLO 205 | HCT-15
C=C(C)[C@@H]1C[C@@H]2Cc3cc(F)ccc3N1O2 | 99 | nt | 104 | 99 | 98 | 102 | 103 | 106 | 93
N#Cc1cnn(C(=O)c2cnc3n(c2=O)CCCCC3)c1N | 102 | 106 | 107 | 103 | 105 | 111 | 103 | 118 | 97
COC(=O)C1(CS(C)(=O)=O)NC(=S)NC(=O)C1C#N (stereo not drawn) | 104 | 102 | 116 | 103 | 105 | 107 | 107 | 112 | 102
CC(=O)OCC(=O)[C@@]1(O)[C@@H](C)CC2C3CCC4=CC(=O)C=C[C@]4(C)[C@@]3(F)[C@@H](O)C[C@@]21C (stereo partly drawn) | 108 | 109 | 112 | 98 | 103 | 90 | 105 | 129 | 111
O=C(COc1ccccc1Cl)Nc1nc(-c2cccs2)cs1 | 96 | 98 | 116 | 100 | 91 | 113 | 114 | 109 | 101
O=C(CN1C(=O)NC2NC(=O)NC21)N/N=C/c1cccc([N+](=O)[O-])c1 (stereo not drawn) | 105 | 107 | 108 | 94 | 116 | 107 | 104 | 122 | 100
O=c1c(/C=C/c2ccco2)n[nH]c(=S)n1/N=C/c1ccc([N+](=O)[O-])cc1 | 122 | 113 | 95 | 100 | 71 | 111 | 101 | 118 | 106
c1ccc(-c2nc(N3CCOCC3)c3c4c(sc3n2)CCCCC4)nc1 | 89 | 55 | 67 | 50 | 74 | 33 | 65 | 52 | 59
CCOC(=O)C1(C#N)C(=O)CSC1=Nc1ccccc1Cl (stereo not drawn) | 108 | 101 | 91 | 89 | 109 | 110 | 96 | 107 | 103
Nc1c(I)cc(I)cc1I | 104 | 108 | 99 | 92 | 104 | 106 | 105 | 109 | 104

Additional structures follow.
SMILES | SW-620 | HT29 | NCI-H322M | NCI-H226 | HCT-116 | NCI-H460 | KM12 | COLO 205 | HCT-15
O=[N+]([O-])c1cc[n+]([O-])cc1 | 99 | 105 | 133 | 105 | 107 | 103 | 104 | 117 | 112
C/C(=N/N=C(/C)c1ccccc1)c1ccccc1 | 99 | 106 | 98 | 93 | 95 | 99 | 111 | 128 | 103
O=C1Nc2nc3ccccn3c2C(=O)[C@H](CCCCNC(=O)OCc2ccccc2)N1 | 106 | 102 | 97 | 100 | 102 | 104 | 103 | 112 | 105
Oc1ccc(-c2[nH]ncc2-c2cnn(-c3ccccc3)c2)c(O)c1 | 90 | 105 | 98 | 83 | 86 | 98 | 76 | 99 | 81
NS(=O)(=O)c1ccc(-n2ncc3c(SCCN4CCOCC4)ncnc32)cc1 | 111 | 98 | 88 | 97 | 91 | 110 | 101 | 124 | 98
O=C(Nc1ccc(OS(=O)(=O)c2ccc(C(F)(F)F)cc2)cc1)C1CCCCC1 | 99 | 87 | nt | 81 | 75 | 95 | 92 | 97 | 99
Fc1ccc(NC(=S)N/N=C\c2ccc(Cl)cc2Cl)cc1 | 103 | 107 | 108 | 117 | 104 | 107 | 102 | 130 | 98
N#Cc1nnc2c(C#N)c(NC(=O)c3ccccc3)nn2c1N | 101 | 103 | 95 | 101 | 101 | 108 | 102 | 106 | 107
O/N=C\c1cc(-c2ccc(Cl)cc2)on1 | 91 | 110 | 108 | 97 | 89 | 99 | 94 | 112 | 93
Cc1ccc(-c2c3c(N)nc(-c4cccnc4)nc3nc3c2c(C)nn3-c2ccccc2)cc1 | 102 | 77 | 77 | 52 | 81 | 85 | 97 | 84 | 84
O=S(=O)(NC1c2ccccc2Oc2ccccc21)c1cc(Cl)ccc1Cl | 87 | 91 | 90 | 83 | 90 | 105 | 102 | 99 | 94
Cc1ccc(S(N)(=O)=O)cc1Cl | 114 | 104 | 121 | 105 | 104 | 113 | 112 | 104 | 104
COC(=O)[C@@H]1CCCN1C(=O)C1CCCN1C(=O)[C@@H](Cc1ccccc1)NC(=S)Nc1cc(C(F)(F)F)cc(C(F)(F)F)c1 (stereo partly drawn) | 76 | 76 | 77 | 66 | 52 | 72 | 71 | 81 | 66
O=S(=O)(c1nc(-c2ccc(Br)cc2)oc1-c1ccc(Cl)cc1)N1CCCC(O)C1 (stereo not drawn) | 57 | 11 | 78 | 60 | 43 | 34 | 39 | 81 | 43
COc1cc(Cn2cc3c(c2-c2cc(OC)c(OC)c(OC)c2)CCCc2cnoc2-3)cc(OC)c1OC | 95 | 104 | 104 | 93 | 66 | 96 | 99 | 101 | 89
CCOC(=O)C1=CSC2=NC(C)=CC(c3cc(OC)c(OC)c(OC)c3)N12 (stereo not drawn) | 87 | 87 | 106 | 98 | 57 | 93 | 78 | 107 | 65
COc1ccc(CC(C)=C(c2ccc(OCCN3CCOCC3)cc2)c2ccc(OCCN3CCOCC3)cc2)cc1 | 102 | 105 | 98 | 90 | 90 | 110 | 105 | 113 | 101
CN1CCN(Cc2ccc(C(=O)Nc3ccc4ccccc4c3)cc2)CC1 | 98 | 80 | 97 | 67 | 86 | 95 | 93 | 80 | 99
COC(=O)[C@]12CC[C@@H](C)[C@H](C)[C@H]1C1=CC(=O)[C@@H]3[C@@]4(C)CC[C@H](OC(C)=O)C(C)(C)[C@@H]4CC[C@@]3(C)[C@]1(C)CC2 | 99 | 101 | 95 | 107 | 89 | 105 | 98 | 102 | 104
COc1ccc(-c2nnc(SCC(=O)Nc3ccc(C(=O)/C=C/c4ccc(Cl)cc4)cc3)o2)cc1 | 95 | 95 | 99 | 98 | 68 | 80 | 93 | 110 | 99
CC1(C)C=C(C(=O)O)C(C)(C)N1O | 102 | 102 | 100 | 107 | 101 | 106 | 100 | 107 | 98
c1ccc(-c2cn3ccccc3n2)cc1 | 106 | 114 | 120 | 104 | 112 | 113 | 120 | 115 | 107
COc1ccc(/C=N/NC(=O)COc2ccc(NC(=O)Nc3ccc(Cl)cc3)cc2)cc1 | nt | 101 | 97 | 100 | 113 | 103 | 103 | 109 | 99
Nc1nc(N)c([N+](=O)[O-])c(=O)[nH]1 | 97 | 99 | 104 | 102 | 110 | 106 | 111 | 109 | 104
Nc1nc2ccc(Br)cc2s1 | 107 | nt | 123 | 100 | 107 | 106 | 95 | 105 | 103
CC(=O)O[C@H]1CC[C@]2(C)[C@H]3CC=C4[C@@H]5CC(C)(C)CC[C@]5(C(=O)NC(COC(=O)C(Cl)Cl)(COC(=O)C(Cl)Cl)COC(=O)C(Cl)Cl)CC[C@@]4(C)[C@]3(C)CC[C@H]2C1(C)C | 94 | 65 | 91 | 82 | 60 | 85 | 81 | 85 | 70
Cc1ccc2c(C)c(C)c(=O)n(C)c2c1 | 103 | 107 | 106 | 94 | 105 | 101 | 108 | 112 | 98
CCCCN1C(=O)CC(C(=O)OCC)=C1C | 102 | 101 | 104 | 99 | 94 | 108 | 108 | 137 | 115
CC1(C)[C@@H]2CC[C@]1(C)[C@@H](OC(=O)CSC#N)C2 | 105 | 103 | 95 | 108 | 105 | 104 | 105 | 115 | 92
CCCCNC(=O)c1[nH]cc(-c2ccccc2)c1-c1cc(OC)c(OC)c(OC)c1 | 103 | 97 | 101 | 103 | 95 | 102 | 96 | 134 | 99
Cc1ccc2c(n1)C(=O)C(Br)=C(CCc1ccccc1)C2=O | 83 | 99 | 107 | nt | 80 | 99 | 104 | nt | 87
CC(=O)Nc1ccc(CC(=O)N2CCN(c3ccc(C(F)(F)F)cn3)CC2)cc1 | 111 | 98 | 87 | nt | 95 | 104 | 103 | 108 | 99
Cc1ccc(S(C)(=O)=O)cc1 | 96 | 101 | 113 | 92 | 98 | 111 | 101 | 122 | 105
CC(=O)C1(C)C(=O)N(c2ccc(F)cc2)C(=O)N1c1ccc(F)cc1 (stereo not drawn) | 104 | 101 | 118 | 113 | 106 | 109 | 108 | 118 | 98
COc1cc(C2C3=C(COC3=O)N(CCO)c3cc4c(cc32)OCO4)cc(OC)c1O (stereo not drawn) | 15 | 8.4* | 52 | 62 | 17 | 16 | 21 | 7.2* | 45
CCN1CCN(Cc2ccc(NC(=O)Nc3cccc(-n4ccc5c(NC(=O)c6ccccc6)nccc54)c3)cc2C(F)(F)F)CC1 | 87 | 75 | 101 | 99 | 76 | 96 | 53 | 66 | 77
CC(C)(C)c1ccc([N+](=O)[O-])cc1Br | 107 | 98 | 100 | 97 | 113 | 108 | 101 | 108 | 103
Cc1ccc(NC(=O)CSC(N)=O)cc1 | 105 | 138 | 106 | 115 | 97 | 104 | 106 | 99 | 90
CCCCC(C(=O)O)C(C)CC (stereo not drawn) | 107 | 100 | 108 | 104 | 101 | 109 | 104 | 105 | 108
COc1ccc2c(c1)oc1c(C)c3c(c(C)c12)C(=O)N(N)C3=O | 29 | 6.2* | 32 | -12* | -13* | 8.0* | 22 | 39 | 42
Cc1cc(O)ccc1C1(c2ccc(O)cc2C)OS(=O)(=O)c2ccccc21 | 97 | 100 | 98 | 94 | 97 | 101 | 99 | 101 | 109
